FXIa inh: blocks human coagulation factor XIa protease activity; P03951; purified FXIa, Boc-Glu-Ala-Arg-AMC fluorogenic substrate; inhibition, % at 5 µM; hit rate 0.14% among 220,000;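 active = inhibition of at least 40%; inactive = inhibition below 40%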;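 note: fluorescence of freed AMC excited at 355 nm; 0% = enzyme without compound and 100% = no enzyme blank; many of its hits are not listed in these tables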
KLK5 inh: blocks human kallikrein 5 protease activity; inhibition, % at 5 µM; recombinant hK5, fluorogenic AMC substrate cleavage; Q9Y337; hit rate 0.59% among 210,000; AID 873;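 active = inhibition of 40% or more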;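 note: 0% = enzyme controls without compound and 100% = no-enzyme blanks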
Rad51 HR inh: blocks human Rad51 in homologous recombination. Q06609. hRad51 DNA strand exchange, fluorescence dequenching. inhibition, % at 10 µM. hit rate 0.085% among 200,000;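 active = inhibition above 40% at the single screening dose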;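 note: 0% = DMSO control wells and 100% = blanks with heterologous ssDNA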
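Material: Human Rad51 nucleoprotein filaments preassembled on unlabelled ssDNA | Also added: Labelled 47-mer dsDNA for strand exchange | Dosing: Single dose, 10 µM final compound | Schedule: 30-min compound preincubation and 15-min exchange, both room temperature | Technique: Fluorescence dequenching at 485/520 nm | Measure: Percent inhibition relative to plate controls and blanks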
thrombin 1536: inhibitors of human thrombin. inhibition, % at 5 µM. hit rate 0.26% among 220,000. alpha-thrombin, Boc-VPR-AMC fluorogenic substrate cleavage;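 active = inhibition at or above 40%; inactive = inhibition below 40%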;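 note: 0% = enzyme with no compound and 100% = wells without enzyme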
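Material: human alpha-thrombin protein; Also added: Boc-VPR-AMC substrate, 15 µM final; Timing: enzyme reaction carried out at room temperature; Signal: fluorescence, ex 355 nm, em 460 nm; Measure: % inhibition of thrombin; Controls: enzyme without compound as high, wells lacking enzyme as low.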
Hck-Nef inh: inhibitors of human Hck kinase activated by Nef; inhibition, % at 20 µM; AID 463187; P08631; hit rate 0.68% among 220,000; Recombinant Hck-YEEI plus Nef, Z-Lyte FRET kinase assay;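 active = Hck-Nef kinase inhibition above about 50%, limit read from the data; inactive = inhibition below that limit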;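 note: 0% = DMSO with Hck plus Nef and 100% = Hck alone without Nef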
L929 necroptosis: blocks zVAD induced death of L929 cells; L929 zVAD necroptosis rescue, ATP luminescence, 24 h; with zVAD 60 µM; viability rescue, % at 10 µM; hit rate 0.38% among 220,000; AID 1377;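 active = activation, scaled between plate controls, above about 75%, limit read from the data; inactive = activation under that limit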;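 note: 0% = zVAD with DMSO and 100% = DMSO alone without zVAD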
FXIIa inh: inhibitors of human coagulation factor XIIa. P00748. purified FXIIa, Boc-QGR-AMC fluorogenic substrate, 2 h. inhibition, % at 5 µM. hit rate 0.3% among 220,000; in the data active = inhibition above about 40%;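 note: 0% = enzyme with no compound and 100% = blank without enzyme; many of its hits are not listed in these tables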
KCC2 mod: KCC2 (human) Cl- transport modulation. KCC2 cells, thallium flux FluoZin-2 fluorescence. hit rate 2.2% among 190,000. B-score of Tl+ flux slope (higher = more flux/activation; lower = inhibition) at 10 µM. AID 1456;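 active = thallium flux slope and its plate-corrected score both differing from the plate sample mean at a set confidence after two filtering rounds, in either direction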;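 note: slope of fluorescence scaled to starting intensity during 10 to 20 s after thallium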
Target sequence (Q9H2X9 whole entry, looked up): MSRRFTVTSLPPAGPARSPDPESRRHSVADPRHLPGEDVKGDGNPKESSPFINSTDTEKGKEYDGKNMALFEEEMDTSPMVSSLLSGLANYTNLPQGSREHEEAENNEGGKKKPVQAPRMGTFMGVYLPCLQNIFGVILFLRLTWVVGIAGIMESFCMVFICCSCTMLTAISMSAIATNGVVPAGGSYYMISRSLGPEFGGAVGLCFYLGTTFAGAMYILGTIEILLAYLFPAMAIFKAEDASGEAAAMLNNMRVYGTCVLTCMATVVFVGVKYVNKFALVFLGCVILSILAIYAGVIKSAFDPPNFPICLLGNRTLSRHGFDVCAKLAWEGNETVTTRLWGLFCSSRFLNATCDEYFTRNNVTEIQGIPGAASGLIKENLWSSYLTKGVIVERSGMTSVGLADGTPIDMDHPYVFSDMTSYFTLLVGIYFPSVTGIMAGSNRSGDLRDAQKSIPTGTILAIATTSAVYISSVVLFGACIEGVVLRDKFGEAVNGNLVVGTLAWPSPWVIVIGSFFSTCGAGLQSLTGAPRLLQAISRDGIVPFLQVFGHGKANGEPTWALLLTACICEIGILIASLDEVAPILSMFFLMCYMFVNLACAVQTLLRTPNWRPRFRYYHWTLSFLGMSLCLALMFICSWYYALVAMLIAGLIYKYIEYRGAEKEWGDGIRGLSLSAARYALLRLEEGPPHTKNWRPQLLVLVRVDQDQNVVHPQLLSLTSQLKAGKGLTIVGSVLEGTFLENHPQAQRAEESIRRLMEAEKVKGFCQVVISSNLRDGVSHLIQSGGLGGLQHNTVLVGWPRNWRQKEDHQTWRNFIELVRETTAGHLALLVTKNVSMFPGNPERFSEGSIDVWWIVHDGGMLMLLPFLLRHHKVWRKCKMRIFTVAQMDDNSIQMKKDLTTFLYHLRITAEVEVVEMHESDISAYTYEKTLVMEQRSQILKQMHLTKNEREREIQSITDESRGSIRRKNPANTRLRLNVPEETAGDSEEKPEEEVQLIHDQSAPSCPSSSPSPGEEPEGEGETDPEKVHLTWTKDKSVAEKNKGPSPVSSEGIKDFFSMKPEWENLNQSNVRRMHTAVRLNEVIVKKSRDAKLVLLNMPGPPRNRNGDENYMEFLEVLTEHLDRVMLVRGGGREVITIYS
TNF death inh: TNF-alpha cell death inhibition in Jurkat FADD-/- cells | Jurkat FADD-/- TNF necroptosis rescue, ATP luminescence, 24 h; 0 = TNF only, 100 = no-TNF cells | activation (protection from cell death), % at 10 µM | hit rate 0.068% among 220,000 | AID 463075;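 active = activation, meaning protection from cell death, of at least 50% relative to plate controls; inactive = activation below 50%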;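 note: necroptosis triggered by 40 ng/mL TNF-alpha added together with compound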
Starred values were filed as active, the others as inactive; i = inactive; x = not tested or not shown. A portion of the library; count on the stated rates, not on these rows.

Every second line gives: FXIa inh	KLK5 inh	Rad51 HR inh	thrombin 1536	Hck-Nef inh	L929 necroptosis	FXIIa inh	KCC2 mod	TNF death inh
> COc1c(C)cc(Br)cc1C(=O)Nc1ccccc1N1CCN(C(=O)c2ccccc2)CC1
 : -3	-7	-13	0	-7	-0.5	6	-0.00087	0.6
> CCOc1nc(C#N)nc(N2CCCCC2)n1
 : 1	-12	x	3	-4	-1.4	16	-0.3	-18
> COc1ccc(CCCc2nnc(SCC(=O)Nc3cc(C)ccc3C)o2)cc1
 : 4	-3	-5	3	-2	-0.4	12	0.34	1.6
> O=C(O)COc1ccc2c(-c3ccccc3)cc(=O)oc2c1
 : x	x	1	x	2	0.7	x	0.0055	0.7
> Cc1[nH]c(C(=O)N/N=C/c2ccc(N(C)C)cc2)c(C)c1C(=O)N/N=C/c1ccc(N(C)C)cc1
 : -2	-3	0	-5	29	55	6	x	-2.2
> CCN1CCN(c2nc3ccccc3nc2C(C#N)S(=O)(=O)c2ccc(C)cc2)CC1 (stereo unspecified)
 : 2	6	x	2	-1	0.2	13	0.51	0.0
> O=C(/C(C=Nc1ccc(F)cc1)=C(/O)c1ccco1)C(F)(F)F
 : 5	-2	-7	-7	-1	0.0	10	0.52	-1.7
> Cc1ccn(CC(C)C(=O)O)n1 (stereo unspecified)
 : -2	2	2	-6	21	6.9	5	0.6	1.0
> CN(C)C1C(=O)c2ccccc2C1=O
 : 7	-5	5	-3	2	0.6	7	-3.7	1.7
> Clc1ccc(CSc2nnc(NC3=NCCCCC3)s2)cc1
 : -1	1	-2	5	0	-0.3	12	-0.91	-1.7
> CC(C)C(c1nnnn1C1CCCC1)N1CCC(C(N)=O)CC1 (stereo unspecified)
 : 3	3	-5	-13	26	0.5	10	0.35	0.4
> N#CC1=C(N)OC2=C(CCC/C2=C/c2ccoc2)C1c1ccoc1 (stereo unspecified)
 : 28	-1	-19	-1	18	0.0	25	0.36	-0.6
> N#Cc1cc(-c2cccc(Cl)c2)c[nH]c1=O
 : 3	2	8	4	1	0.5	15	x	-1.1
> O=C(CSc1n[nH]c(=O)[nH]c1=O)Nc1cccc(S(=O)(=O)N2CCOCC2)c1
 : 2	6	-1	-1	-7	2.4	9	0.71	0.4
> CCOC(=O)c1cccc(NC(=O)CSc2nnnn2C)c1
 : -6	-5	2	-3	4	0.2	12	1.1	0.9
> CC1=CS(=O)(=O)CC1SC(=S)N(C)C1CCS(=O)(=O)C1 (stereo unspecified)
 : 1	-9	0	-4	19	1.5	0	0	0.6
> CCOC(=O)c1c(N)sc2c(O)c(Br)ccc12
 : -4	-15	5	-18	2	3.7	13	x	1.2
> Cc1cccc(N=Nc2c(N)n[nH]c2-c2ccc(Cl)cc2)c1
 : -1	1	-9	-4	1	1.4	5	-0.25	-6.3
> O=C(Nc1ccc(Oc2ccc(NC(=O)c3ccco3)c(NC(=O)c3ccco3)c2)cc1)c1ccco1
 : -1	-13	-3	-8	-5	0.5	8	-1.3	-1.0
> O=C(CCl)N(c1ccc(Cl)cc1)c1c[nH]c2ccccc12
 : 0	-10	-8	1	3	-0.8	13	-1.5	-26
> CCO[C@H]1OC(C(=O)N2CCN(Cc3ccccc3)CC2)=C[C@@H](c2ccc(C(F)(F)F)cc2)[C@@H]1CCCO
 : 2	4	-12	-2	4	1.4	10	-0.81	1.9
> c1ccc(-c2csc(-n3cccn3)n2)cc1
 : -4	3	-7	-9	20	1.8	10	0.24	1.7
> CC(NC(=O)c1ccc(-c2cc(C(F)(F)F)ccc2Cl)o1)c1ccccc1 (stereo unspecified)
 : 1	-1	-6	-2	-1	-0.9	11	1.1	2.8
> CCN(C(=O)COC(=O)CNC(=O)C12CC3CC(CC(C3)C1)C2)C1CCS(=O)(=O)C1 (stereo unspecified)
 : 9	-20	0	-8	3	0.5	10	1.1	0.3
> CCCn1nnc(NC(=S)NC(=O)Cc2ccccc2)n1
 : -5	-6	26	3	12	-1.3	-1	x	-0.1
> O=C(NC1CCCCC1)c1noc2c1CCCCC2
 : -2	4	-4	0	3	0.7	12	-0.21	4.3
> CCNC(=O)COC(=O)CNC(=O)c1cc(Cl)cc([N+](=O)[O-])c1
 : -5	-21	12	-13	0	0.6	-1	-0.022	0.5
> COc1ccccc1CNC(=O)CCC(=O)Nc1nnc(C(C)C)s1
 : 4	-14	-32	-2	-2	-0.1	10	x	-0.1
> CC12CC3(C)CC(C)(C1)CC(NC(=O)N1CCCC1)(C2)C3
 : 11	-4	6	6	-19	0.3	22	-1.3	0.0
> CCOC(=O)c1[nH]cnc1C(=O)O
 : 13	7	12	11	1	0.1	3	0.36	0.0

An excerpt of these results, tab-delimited:
smiles	FXIa inh	KLK5 inh	Rad51 HR inh	thrombin 1536	Hck-Nef inh	L929 necroptosis	FXIIa inh	KCC2 mod	TNF death inh
CCN1CCN(c2nc3ccccc3nc2C(C#N)S(=O)(=O)c2ccc(C)cc2)CC1 (stereo unspecified)	2	6	x	2	-1	0.2	13	0.51	0.0
O=C(/C(C=Nc1ccc(F)cc1)=C(/O)c1ccco1)C(F)(F)F	5	-2	-7	-7	-1	0.0	10	0.52	-1.7

Next part.
Every second line gives: FXIa inh	KLK5 inh	Rad51 HR inh	thrombin 1536	Hck-Nef inh	L929 necroptosis	FXIIa inh	KCC2 mod	TNF death inh
> Cc1cc(C)cc(N(CC(=O)NCc2ccco2)S(=O)(=O)c2c(C)noc2C)c1
 : -8	13	9	-5	0	-0.9	-7	-2.3	-0.4
> CC(=O)c1cc2c(cc1NS(=O)(=O)c1ccccc1F)OCO2
 : -4	6	-2	-7	22	0.8	1	0.71	1.1
> CCCCc1nc2ccccc2c(N)c1CCC (tested in a mixture with another compound)
 : -18	-7	3	-11	0	-1.1	-2	-2.2	5.1
> CC(C)(C)NC(=O)COC(=O)c1ccccc1OCC(=O)Nc1ccc(Br)cc1
 : 1	8	6	-10	0	2.6	3	-0.28	0.5
> N#Cc1ccccc1OCCCNC1CCCC1
 : -2	-16	3	0	-18	-0.4	-2	-0.83	2.0
> COc1ccc(NC(=O)CSc2nnc(Cc3ccccc3)o2)c(OC)c1
 : -1	-6	-2	4	-1	-0.4	15	-3.9*	-1.7
> CN(CCO)C(=O)c1cccc2c1-c1ccccc1C2=O
 : -7	-8	0	3	0	0.7	14	-0.73	-1.9
> COc1ccc(-n2nnc3c(SCC(=O)NCc4ccco4)ncnc32)cc1
 : 1	-7	-2	0	0	0.8	-1	x	-5.4
> Cc1cc(-n2c(C)cc(C(=O)COc3ccccc3[N+](=O)[O-])c2C)no1
 : -2	-1	-6	-7	20	40	11	-0.018	0.6
> CCOC(=O)N1CCN(C(=S)Nc2ccc(C)cc2C)CC1
 : -9	-5	5	-2	20	1.0	4	1.1	0.7
> O=C1[C@@H]2[C@H](C(=O)N1Cc1ccco1)[C@H]1C=C[C@@H]2C1
 : -4	-5	-1	-6	-26	-1.0	5	x	6.5
> O=C(O)c1ccccc1-c1ccc(/C=C/c2cc(C(F)(F)F)[nH]c(=O)n2)o1
 : -3	0	-432	-6	-91	3.6	x	i	-0.8
> CC1Cc2nc(SCC(N)=O)n(Cc3ccccc3)c(=O)c2S1 (stereo unspecified)
 : -4	-3	5	-9	27	-1.1	5	-0.089	1.5
> c1ccc2c(N3CCCCC3)nc(N3CCOCC3)nc2c1
 : 1	-13	2	-4	11	0.5	-3	-0.84	-0.1
> COc1cc2ccccc2cc1-c1nnc(COc2ccccc2)o1
 : 2	-5	-49	-2	6	0.7	10	-0.56	0.5
> CCOC(=O)c1oc2c(CN3CCN(C)CC3)c(O)ccc2c(=O)c1-c1ccccc1OC
 : 6	3	-2	3	20	-0.3	1	-0.84	-0.2
> Cc1[nH]c2ccc(-c3n[nH]c(=S)n3C)cc2c1C
 : -1	-19	0	-1	3	0.1	7	0.36	-5.3
> Cc1ccc(S(=O)(=O)N2CCOCC2)cc1NC(=O)CNCc1ccccn1
 : 0	-11	4	2	24	-0.1	13	0.01	-1.1
> O=C1CCC(C(=O)Nc2cccc(C(F)(F)F)c2)N1 (stereo unspecified)
 : x	x	8	x	0	0.6	x	x	0.4
> Cc1ccc(C)c(CN2C(=O)c3ccccc3S(=O)c3ccc(C(=O)N4CCN(c5ccccn5)CC4)cc32)c1 (stereo unspecified)
 : -11	-7	-3	-20	16	-0.3	6	-1.5	-17
> COC(=O)C(CCSC)NC(=O)c1cc2c(n(-c3ccc(C)cc3)c1=O)CCCC2=O (stereo unspecified)
 : -5	-4	7	-4	14	0.7	1	0.19	1.4
> CS(=O)(=O)N(CCc1ccccc1)CC(=O)NCc1ccccc1
 : -5	-18	3	0	-5	0.7	-4	0.011	0.5
> O=C(O)C1CC(O)CN1c1nc(Cl)ccc1[N+](=O)[O-] (stereo unspecified)
 : -4	-8	7	0	3	0.0	3	0.47	-0.4
> Cc1csc(NC(=O)CN2C(=O)c3ccccc3C2=O)c1C(N)=O
 : -1	0	20	-3	17	0.5	1	-0.082	1.3
> CC(=O)Nc1cccc(NC(=O)c2ccco2)c1
 : 4	-12	-1	-8	0	1.8	-3	0.35	0.5
> O=C(CSc1nnnn1-c1ccc(Cl)c(C(=O)O)c1)NC(c1ccccc1)c1ccccc1
 : 3	4	x	-3	9	0.7	13	-0.31	-0.3
> Cc1ccc(C)n1-c1ccc(-c2ccn[nH]2)cc1
 : 2	3	-3	0	15	0.1	10	0.43	-3.2
> COc1ccc(C2N(c3cccc(Cl)c3)C(=O)C3CCCN32)cc1 (stereo unspecified)
 : 1	-9	-3	6	4	0.6	10	x	1.7
> CC(C)c1ccc(-c2csc(NC(=O)c3cccs3)c2C(=O)O)cc1
 : 12	x	x	6	13	1.5	18	20*	-0.1
> CS(=O)(=O)NCCNc1ccc(Cl)cc1[N+](=O)[O-]
 : 3	-2	5	4	24	0.6	9	0	-0.8

Other entries:
Every second line gives: FXIa inh	KLK5 inh	Rad51 HR inh	thrombin 1536	Hck-Nef inh	L929 necroptosis	FXIIa inh	KCC2 mod	TNF death inh
> O=C(O)C1Cc2ccccc2CN1C(=O)COc1ccc(Cl)cc1Cl (stereo unspecified)
 : -6	-16	-6	-2	-6	0.8	0	0.35	0.2
> CCN(CC)CCCNC(=O)Cn1ncc2c(=O)oc3ccc(C)cc3c21
 : -1	5	2	-3	0	1.0	7	2.6	0.2
> COc1ccc(CC(=O)NNC(=O)CSc2nnc(C)n2-c2ccccc2)cc1
 : 5	-32	x	-1	1	0.4	6	0.97	2.5
> O=C(/C=C/c1cc([N+](=O)[O-])ccc1OC(F)F)Nc1cccc([N+](=O)[O-])c1
 : 3	4	11	5	20	1.0	16	0.92	-0.4
> CC(=O)c1ccc(OCC(O)CN2CCCC(C)C2)cc1 (stereo unspecified)
 : 5	-18	6	-4	1	0.8	12	x	0.8
> Cc1ccc(C23CC4CC(CC(NC(=O)N5CCN(C)CC5)(C4)C2)C3)cc1
 : 6	0	7	4	-9	-0.6	16	-0.74	-5.1
> COCCCNC(=O)C1CCN(S(=O)(=O)N(CC(C)C)CC(C)C)CC1
 : 0	1	-3	-1	-1	0.5	2	x	-2.8
> Cc1ccc(C2=NN(CCC(=O)NCCC(C)C)C(=O)CC2)cc1
 : -10	-22	2	-7	2	1.0	-3	0.31	0.4
> CCOC(=O)c1[nH]c(=O)[nH]c1COC(=O)c1cc2ccccc2o1
 : 6	-16	1	4	10	0.7	15	0.068	-1.3
> CCOc1cc(NC(=O)c2cccs2)c(OCC)cc1NC(=O)CCC(=O)NCCN1CCOCC1
 : -1	5	x	0	15	0.2	6	-0.69	1.0

High-throughput results: PubChem BioAssay, several laboratories
